SUMO1 PPI mod: modulators of human SUMO1-mediated protein-protein interactions. hit rate 0.33% among 360,000. P63165. AID 602429. inhibition, % at 20 µM. SUMO1 binding to a labelled peptide, TR-FRET, 1 h; in the data active = inhibition above about 37%
Target sequence (P63165 whole entry, looked up): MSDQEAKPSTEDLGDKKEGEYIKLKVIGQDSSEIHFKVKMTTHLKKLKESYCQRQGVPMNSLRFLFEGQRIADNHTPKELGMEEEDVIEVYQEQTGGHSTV
MsrA inhibitor: inhibitors of bovine MsrA; hit rate 0.75% among 360,000; purified bovine MsrA, absorbance read-out; inhibition, % at 15.5 µM; in the data active = inhibition above about 4.5%;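 also: 0% = vehicle wells with enzyme and 100% = reference inhibitor wells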
eLon inh: E. coli protease La inhibition; P0A9M0; purified E. coli Lon protease, fluorescence polarization; inhibition, % at 7.94 µM; hit rate 0.42% among 360,000; AID 602123; in the data active = inhibition above about 13%, passing the limit was not always enough;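 also: 0% = enzyme with probe and DMSO and 100% = no enzyme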
Target sequence (P0A9M0 whole entry, looked up): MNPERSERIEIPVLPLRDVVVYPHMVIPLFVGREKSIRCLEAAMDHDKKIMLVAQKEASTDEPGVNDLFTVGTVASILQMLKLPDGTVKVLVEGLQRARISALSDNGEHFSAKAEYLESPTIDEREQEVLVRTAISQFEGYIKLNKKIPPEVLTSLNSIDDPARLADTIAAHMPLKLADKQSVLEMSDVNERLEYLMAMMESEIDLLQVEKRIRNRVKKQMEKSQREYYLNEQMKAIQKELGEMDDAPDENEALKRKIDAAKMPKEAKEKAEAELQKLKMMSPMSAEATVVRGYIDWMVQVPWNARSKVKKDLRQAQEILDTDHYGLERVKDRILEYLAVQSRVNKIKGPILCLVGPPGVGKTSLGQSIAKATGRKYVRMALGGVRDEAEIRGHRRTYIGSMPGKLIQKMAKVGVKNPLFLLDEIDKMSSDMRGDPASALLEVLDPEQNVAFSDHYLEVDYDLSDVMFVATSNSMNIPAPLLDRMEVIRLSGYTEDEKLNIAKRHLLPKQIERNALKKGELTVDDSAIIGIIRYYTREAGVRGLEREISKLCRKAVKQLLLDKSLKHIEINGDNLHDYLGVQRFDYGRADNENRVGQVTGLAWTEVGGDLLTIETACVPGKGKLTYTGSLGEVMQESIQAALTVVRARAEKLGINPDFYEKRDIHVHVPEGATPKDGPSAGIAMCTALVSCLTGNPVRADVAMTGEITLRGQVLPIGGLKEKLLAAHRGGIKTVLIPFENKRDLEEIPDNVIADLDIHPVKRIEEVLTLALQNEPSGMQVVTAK
Scp1 inh: inhibitors of human Scp-1 phosphatase; Q9GZU7; Recombinant Scp1, phosphopeptide, malachite green phosphate absorbance; inhibition, % at 20 µM; hit rate 0.88% among 340,000;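 active = inhibition above about 50% at 20 µM, limit read from the data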;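 also: plate controls were DMSO wells with enzyme for no effect and wells lacking enzyme for full effect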
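Test system: SCP-1 phosphatase catalytic domain, residues 76-261; measured by: colorimetric phosphate reagent with accelerator and stabiliser, absorbance at 630 nm; timing: enzyme reaction 45 min at room temperature, colour 5 min, stabilisation 30 min; also added: Phosphorylated 17-residue peptide substrate; compound dosing: one concentration, 20 µM, with 1.0% DMSO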
STEP inh: STEP (human) phosphatase inhibition; hit rate 0.25% among 360,000; inhibition, % at 20 µM; P54829; recombinant STEP, OMFP fluorogenic substrate, fluorescence;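 active = inhibition at 20 µM, scaled per plate between control wells, above about 37%, limit read from the data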;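 also: 0% = DMSO with enzyme and substrate and 100% = substrate only without enzyme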
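Material: STEP (striatal-enriched tyrosine phosphatase) enzyme, cell-free; Compound dosing: 20 µM single dose in 1% DMSO; Technique: fluorescence read at 480 nm ex / 540 nm em; Times: reaction 20 min, ambient temperature; Medium: 50 mM Bis-Tris pH 6.0 with 2.5 mM DTT and 0.005% Tween 20; Also added: OMFP at 25 µM.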
bovine MsrA act: bovine methionine sulfoxide reductase A activation; purified bovine MsrA, absorbance read-out; activation, % at 10.6 µM; hit rate 0.3% among 360,000; in the data active = activation above about 7.5%;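 also: 0% = vehicle and 100% = reference activator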
TbMetRS inhib: blocks T. brucei methionyl-tRNA synthetase activity | inhibition, % at 11.9 µM | hit rate 0.4% among 360,000 | purified T. brucei MetRS, ATP depletion, Kinase-Glo luminescence;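 active = inhibition above a per-plate cutoff of the control wells' mean inhibition plus 3 SD, cut at about 5.5% in these data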;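 also: 0% = DMSO wells median and 100% = median of wells with control inhibitor compound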
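Test system – parasite MetRS enzyme · Reagent – substrates ATP, L-methionine and bulk Escherichia coli tRNA · Doses – 11.9 µM compound single dose, 0.9% DMSO · Times – 15 min enzyme-compound preincubation, 2 h reaction, 10 min detection, 25 °C · Signal – Kinase-Glo luminescence, ATP depletion format · Controls – DMSO-only wells as low control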
DNMT1 block: blocks human DNA methyltransferase DNMT1; DNMT1 molecular beacon, Hinp1I cleavage, fluorescence; inhibition (reported as % activation of signal), % at 10 µM; hit rate 0.83% among 360,000; AID 588458; in the data active = inhibition above about 50%
CendR NRP1 mod: modulators of CendR peptide binding to human neuropilin-1; O14786; FAM-RPARPAR peptide binding to NRP-1, fluorescence polarization; inhibition, % at 25 µM; hit rate 0.85% among 360,000; AID 602438;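 active = inhibition or corrected inhibition above about 18%, plus a signal ratio from 0.5 to 1.5, limit read from the data, passing the limit was not always enough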; also: strong numbers were not always called active
LMPTP inh: blocks human LMPTP phosphatase. P24666. recombinant LMPTP-A, OMFP fluorogenic substrate, fluorescence intensity. inhibition, % at 20 µM. hit rate 0.22% among 360,000;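 active = compounds that cut the enzyme signal by at least half of the control window in the single-dose screen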;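 also: plate controls were DMSO wells with enzyme plus substrate for no effect and substrate without enzyme for full effect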
Target sequence (P24666 whole entry, looked up): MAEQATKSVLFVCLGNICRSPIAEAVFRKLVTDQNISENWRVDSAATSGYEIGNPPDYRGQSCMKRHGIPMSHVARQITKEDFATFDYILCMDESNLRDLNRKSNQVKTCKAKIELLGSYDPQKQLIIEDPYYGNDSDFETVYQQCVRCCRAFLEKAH
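Test system: LMPTP-A phosphatase enzyme; input: 0.625 nM LMPTP-A final; reagent: OMFP substrate, 400 µM final; compound dosing: 20 µM single dose, 3% DMSO; incubation: 50 min dark incubation at room temperature; measured by: endpoint fluorescence intensity from OMFP dephosphorylation; measure: % inhibition relative to no-enzyme and uninhibited control wells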
Active calls of the source: *; · = no result given.

(1) COC(=O)CCC(=O)N1CN2CN(C(=O)CCC(=O)OC)CC([N+](=O)[O-])(C2)C1
(2) COc1ccc(N(C(=O)CNC(=O)c2cccs2)C(C(=O)NCC2CCCO2)c2ccccc2)cc1 (stereo unspecified)
(3) CCC[C@@H]1CCCO[C@@](C(=O)NCc2ccc(S(C)(=O)=O)cc2)(C(F)(F)F)C1
(4) Cc1n(N)c2ccccc2[n+]1CC(=O)c1ccccc1
(5) O=C(CCCN1C(=O)C(c2ccccc2)Oc2cccnc21)Nc1ccccc1Br (stereo unspecified)

assay / entry,1,2,3,4,5
SUMO1 PPI mod,-3,4,-4,-21,4
MsrA inhibitor,1.0,-0.3,-0.6,-0.7,-1.0
eLon inh,-7,-2,2,-6,-8
Scp1 inh,2,-10,-6,-6,·
STEP inh,-1,9,-2,-1,8
bovine MsrA act,-3,0,-7,-7,0
TbMetRS inhib,-0.2,0.4,-0.5,-0.4,-0.2
DNMT1 block,-2,6,1,4,2
CendR NRP1 mod,-1,-6,0,2,-4
LMPTP inh,-0.7,0.0,-0.8,2.2,-1.1

(6) CCCS(=O)(=O)c1cscc1NC(=O)c1c(-c2c(F)cccc2Cl)noc1C
(7) O=C(NC1CCCC1)C(c1cccnc1)N(C(=O)c1csnn1)c1ccccc1 (stereo unspecified)
(8) COc1ccc(CCNC(=O)CNCC2CCCCC2)cc1OC
(9) CC1(C)SC(=S)N(/N=C/c2cccnc2)C1N(O)C(=O)Nc1ccccc1 (stereo unspecified)
(10) N#CCSc1nc2c(cc1C#N)CCCCCC2

assay / entry,6,7,8,9,10
SUMO1 PPI mod,5,1,-1,-7,-5
MsrA inhibitor,-0.4,-0.2,1.1,0.7,0.3
eLon inh,-2,8,-3,2,2
Scp1 inh,-9,-3,-8,-2,3
STEP inh,-1,1,0,0,-4
bovine MsrA act,-1,-2,-5,-2,-4
TbMetRS inhib,0.7,-0.8,-0.4,1.0,-0.1
DNMT1 block,-2,3,-1,0,-4
CendR NRP1 mod,6,-4,6,-15,-14
LMPTP inh,-1.2,-1.1,-0.4,-1.7,1.7

(11) C/C(=C\C(=O)c1cccnc1)Nc1ccc(C)c(C)c1
(12) Cc1ccc(OCc2csc(N)n2)cc1
(13) CCOc1cc(-n2cnnn2)c(OCC)cc1NC(=O)c1cnccn1
(14) Cc1cc(C)c(C(=O)/C=C/c2ccc3c(c2)OCO3)c(=O)[nH]1
(15) CCOC(=O)[C@]12CCCC=C1N(Cc1cccc3ccccc13)C(=O)[C@H](CC(=O)N1CCCCC1)C2

assay / entry,11,12,13,14,15
SUMO1 PPI mod,-6,1,0,-7,2
MsrA inhibitor,3.2,0.2,0.5,3.3,0.3
eLon inh,8,6,0,5,7
Scp1 inh,7,-3,0,5,·
STEP inh,0,4,-3,0,·
bovine MsrA act,-4,-2,1,-2,0
TbMetRS inhib,-0.5,-0.8,-0.2,0.8,-0.8
DNMT1 block,1,0,47,-2,·
CendR NRP1 mod,-4,-1,-22,7,5
LMPTP inh,-0.3,-0.5,-0.5,1.4,-0.4

Copied from the list:
compound 15 | LMPTP inh: -0.4
compound 11 | MsrA inhibitor: 3.2

(more compounds)
(16) O=C(OCc1nnc(-c2ccccc2)o1)c1ccc(S(=O)(=O)NCc2ccco2)cc1
(17) O=C(NNC(=O)c1cc(S(=O)(=O)N2CCOCC2)c(Cl)cc1Cl)c1ccccc1F
(18) Cn1ncc([N+](=O)[O-])c1C(=O)Nc1ccc(-c2ccccc2)cc1
(19) COc1ccc(NC(=O)CN(C)C(=O)c2cc(-c3ccccc3)nc3ccccc23)cc1
(20) O=C(CCCc1ccccc1)Nc1ccc2c(c1)OCCO2

assay / entry,16,17,18,19,20
SUMO1 PPI mod,-1,9,23,-5,5
MsrA inhibitor,-0.4,1.1,0.5,-0.6,-0.3
eLon inh,4,-2,0,1,-2
Scp1 inh,53*,-7,-9,0,-4
STEP inh,-1,2,0,0,-2
bovine MsrA act,-3,-1,-1,-7,-9
TbMetRS inhib,-0.1,-0.3,-0.6,0.0,-0.5
DNMT1 block,19,-2,4,-1,-2
CendR NRP1 mod,-4,17*,6,2,7
LMPTP inh,2.0,-3.0,0.3,-0.3,-1.0

(21) Cc1ccc(NC(=O)c2ccccc2-c2ccccc2C(=O)O)cc1
(22) CC1(C)C(=O)C2(CCCCC2)C(=O)OC1C(=O)c1ccccc1 (stereo unspecified)
(23) CN(C)CCCN(C(=O)c1ccco1)c1nc(-c2ccc(Cl)cc2)cs1
(24) COCCn1c(SCC(=O)Nc2sc(C)c(C)c2C#N)nnc1C(C)C
(25) Cc1ccccc1Cn1c(=O)n(CCCC(=O)NCc2ccco2)c(=O)c2sccc21

assay / entry,21,22,23,24,25
SUMO1 PPI mod,2,-3,-1,3,-2
MsrA inhibitor,-2.3,-0.1,-0.1,-0.9,-0.9
eLon inh,5,1,-7,1,-13
Scp1 inh,-8,4,-4,-2,-6
STEP inh,2,-2,-2,0,-3
bovine MsrA act,-4,-7,-5,-4,-14
TbMetRS inhib,-0.5,-0.8,-1.1,-0.3,-1.1
DNMT1 block,0,-1,-1,0,0
CendR NRP1 mod,2,-1,2,3,-3
LMPTP inh,-3.1,-0.7,-3.5,-1.8,0.2

(26) Cc1ccc([N+](=O)[O-])cc1NC(=O)CN(C(=O)c1ccccc1Cl)C1CCCCC1
(27) COc1c(C)cc(C(=O)C2CCCN(C(=O)c3cc4nc(C)cc(C)n4n3)C2)cc1C (stereo unspecified)
(28) O=C1CCc2cc(S(=O)(=O)N3CCN(c4ccccc4)CC3)cc3c2N1CCC3
(29) COc1ccc(OC)c(Nc2cc(C)nc3ccc(C)cc23)c1
(30) CN(C)c1ccc(N=Nc2ccccc2C(=O)OCC(=O)N2CCCC2)cc1

assay / entry,26,27,28,29,30
SUMO1 PPI mod,-13,0,4,5,-70
MsrA inhibitor,-0.4,-0.3,1.1,1.3,0.9
eLon inh,4,18,5,-1,-20
Scp1 inh,-1,-3,1,0,-1
STEP inh,1,3,-2,4,4
bovine MsrA act,0,-6,-2,-3,-5
TbMetRS inhib,0.1,-0.3,-0.4,-0.2,-0.2
DNMT1 block,2,-3,5,0,-13
CendR NRP1 mod,-10,3,6,2,-4
LMPTP inh,0.6,-0.4,-1.2,3.5,13

(31) O=c1cc(-c2ccc(C3CCCCC3)cc2)[nH][nH]1
(32) CC(C)CNC(=O)C1(C)CCCN1C(=O)c1cc2ccccc2s1 (stereo unspecified)
(33) CCN(C[C@H]1N[C@@](C)(C(=O)OC)[C@H]2C(=O)N(Cc3ccccc3)C(=O)[C@@H]12)C(=O)Nc1ccc(F)cc1
(34) COc1ccccc1-n1cnc2cc(NCc3ccccn3)ccc21
(35) COCCn1c(C(C)C)nc2sc3ccccc3c(=O)c2c1=O

assay / entry,31,32,33,34,35
SUMO1 PPI mod,2,-4,-3,0,-2
MsrA inhibitor,0.8,-0.4,0.8,0.8,·
eLon inh,-17,-7,-11,-7,-6
Scp1 inh,-6,·,-11,14,0
STEP inh,1,-1,-2,-2,13
bovine MsrA act,-5,-1,-3,-3,0
TbMetRS inhib,-0.4,-0.3,-1.5,-0.6,1.0
DNMT1 block,-13,6,-1,-4,0
CendR NRP1 mod,-54,-1,2,-8,10
LMPTP inh,2.3,-1.0,-2.4,-1.0,-0.1

9 entries from above, with values under each structure.
Values run as follows: SUMO1 PPI mod	MsrA inhibitor	eLon inh	Scp1 inh	STEP inh	bovine MsrA act	TbMetRS inhib	DNMT1 block	CendR NRP1 mod	LMPTP inh
[24] COCCn1c(SCC(=O)Nc2sc(C)c(C)c2C#N)nnc1C(C)C
→ 3	-0.9	1	-2	0	-4	-0.3	0	3	-1.8
[25] Cc1ccccc1Cn1c(=O)n(CCCC(=O)NCc2ccco2)c(=O)c2sccc21
→ -2	-0.9	-13	-6	-3	-14	-1.1	0	-3	0.2
[26] Cc1ccc([N+](=O)[O-])cc1NC(=O)CN(C(=O)c1ccccc1Cl)C1CCCCC1
→ -13	-0.4	4	-1	1	0	0.1	2	-10	0.6
[27] COc1c(C)cc(C(=O)C2CCCN(C(=O)c3cc4nc(C)cc(C)n4n3)C2)cc1C (stereo unspecified)
→ 0	-0.3	18	-3	3	-6	-0.3	-3	3	-0.4
[28] O=C1CCc2cc(S(=O)(=O)N3CCN(c4ccccc4)CC3)cc3c2N1CCC3
→ 4	1.1	5	1	-2	-2	-0.4	5	6	-1.2
[29] COc1ccc(OC)c(Nc2cc(C)nc3ccc(C)cc23)c1
→ 5	1.3	-1	0	4	-3	-0.2	0	2	3.5
[30] CN(C)c1ccc(N=Nc2ccccc2C(=O)OCC(=O)N2CCCC2)cc1
→ -70	0.9	-20	-1	4	-5	-0.2	-13	-4	13
[31] O=c1cc(-c2ccc(C3CCCCC3)cc2)[nH][nH]1
→ 2	0.8	-17	-6	1	-5	-0.4	-13	-54	2.3
[32] CC(C)CNC(=O)C1(C)CCCN1C(=O)c1cc2ccccc2s1 (stereo unspecified)
→ -4	-0.4	-7	·	-1	-1	-0.3	6	-1	-1.0

Continuation:
(36) CCCCOCC(O)Cn1c(C)nc2ccccc21 (stereo unspecified)
(37) CCSc1nnc(-c2ccc(Cl)cc2)c2ccccc12
(38) C[C@H]1CN([C@@H](C)CO)S(=O)(=O)c2ccc(Br)cc2O[C@@H]1CN(C)C(=O)Cc1ccccc1
(39) CC(=O)NC(c1ccc(F)cc1)c1cccnc1 (stereo unspecified)
(40) COc1ccc(C2CC(c3ccc(C)cc3)Nc3ncnn32)cc1 (stereo unspecified)

assay / entry,36,37,38,39,40
SUMO1 PPI mod,0,-9,0,4,2
MsrA inhibitor,0.5,-0.1,-0.8,0.2,0.1
eLon inh,5,-4,5,8,0
Scp1 inh,0,-4,·,3,-4
STEP inh,0,2,-1,-2,0
bovine MsrA act,-4,-2,2,0,-1
TbMetRS inhib,-0.4,-0.3,-0.4,-0.2,-1.8
DNMT1 block,0,3,-4,4,-2
CendR NRP1 mod,0,-20,-11,10,-2
LMPTP inh,0.4,0.4,-1.0,0.0,0.0

(41) COc1ccccc1CCC(=O)N(C)CC(=O)Nc1ccc(Cl)c(C(F)(F)F)c1
(42) CCCC1=NN2C(=N)/C(=C\c3ccc(OCCOc4ccc(NC(C)=O)cc4)c(OC)c3)C(=O)N=C2S1
(43) COc1ccc(Br)cc1CN(C)CC(=O)Nc1cc([N+](=O)[O-])ccc1OC
(44) CS(=O)(=O)c1ccc(C(=O)Nc2ccc(-c3nc4ccccc4[nH]3)cc2)cc1

assay / entry,41,42,43,44
SUMO1 PPI mod,3,22,-4,7
MsrA inhibitor,-0.3,0.0,0.0,-0.4
eLon inh,-3,-28,0,-3
Scp1 inh,-3,-12,-8,6
STEP inh,-1,2,1,0
bovine MsrA act,-7,0,-3,-7
TbMetRS inhib,-0.2,-0.2,0.2,1.3
DNMT1 block,-1,-2,6,-9
CendR NRP1 mod,-5,-9,9,-3
LMPTP inh,2.0,0.1,1.7,3.1

High-throughput results as filed in PubChem BioAssay.
